GPR35 antagonists = inhibition of zaprinast-stimulated GPR35 beta-arrestin translocation – imaging, U2OS, beta-arrestin-GFP, zaprinast agonist, primary screen (AID 2058); one-dose inhibition, % at 10 µM; IC50 in µM for titrated hits; hit rate 0.052% among 290,000; U2OS GPR35 beta-arrestin-GFP translocation imaging, zaprinast antagonism; higher % means a stronger effect;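 active = inhibition of at least 50% with at least 30 cells and total cytoplasm GFP at most 10,000,000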
Hep lipid drop = hepatic lipid droplet formation modulation. AML12 mouse hepatocytes, oleate lipid droplets, BODIPY imaging. hit rate 0.4% among 240,000. AID 1656. inhibition, % at 6.5 µM;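 active = lipid droplet intensity inhibited by at least 50%, with more than 500 cells counted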
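Test system: AML12 hepatocytes (mouse); reagent: oleate loading, 100 µM; dosing: one dose, 6.5 µM compound; incubation: overnight exposure; signal: fluorescence imaging, 20x objective, two fields per well; read-out basis: % inhibition of corrected integrated BODIPY droplet signal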
LYP inhibition = inhibitors of LYP phosphatase, biochemical, fluorescence intensity, uHTS (AID 1779). recombinant LYP phosphatase, fluorescence intensity; higher % means a stronger effect. one-dose inhibition, % at 11.5 µM; IC50 in µM for titrated hits. hit rate 0.054% among 290,000; in the data active = inhibition above about 50%;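 note: plate controls were vehicle with enzyme for no effect and no enzyme for full effect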
GPR55 antagonists = inhibition of LPI-stimulated GPR55 beta-arrestin translocation – imaging, U2OS, beta-arrestin-GFP, LPI agonist, primary screen (AID 2013); U2OS GPR55 beta-arrestin-GFP translocation imaging, LPI antagonism; higher % means a stronger effect; one-dose inhibition, % at 10 µM; IC50 in µM for titrated hits; hit rate 0.13% among 290,000;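 active = spots per cell inhibited over 60%, with over 100 cells counted and total cytoplasm intensity under 500,000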;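 note: U2OS cells stably carrying GPR55 and arrestin-GFP stimulated by 5 µM LPI near EC80; imaged beta-arrestin-GFP aggregate spots per cell after agonist stimulation; plate controls were LPI-stimulated DMSO wells for no effect and DMSO wells without LPI for full effect; some results filed as inactive read as strong as hits; confirmed hits need IC50 under 10 µM and bright autofluorescent wells are also inconclusive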
MgcRacGAP inhibition = MgcRacGAP GTPase-activating activity inhibitors, confirmation, biochemical, ADP Hunter fluorescence | MgcRacGAP-stimulated Rac1 GTP hydrolysis, ADP Hunter fluorescence; higher % means a stronger effect; GST-tagged Rac1 F28L mutant substrate | inhibition, % at 30 µM, or IC50 in µM where a hit was titrated | hit rate 0.6% among 340,000;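 active = first-screen hits whose inhibition reached a set limit at any dose in the follow-up dose series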;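 note: fluorescence reports GDP produced by GAP-driven GTP hydrolysis; strong numbers were not always called active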
GPR55 beta-arrestin = GPR55 agonists via beta-arrestin recruitment, primary screen, imaging, U2OS cells, beta-arrestin-GFP redistribution (AID 1961); U2OS GPR55 beta-arrestin-GFP redistribution imaging; higher % means a stronger effect; hit rate 0.048% among 290,000; one-dose activation, % at 10 µM; EC50 in µM for titrated hits;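 active = activation above 40% with more than 50 cells counted in the well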;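 note: U2OS osteosarcoma cells stably expressing GPR55 and beta-arrestin-GFP; plate controls were DMSO negative control for no effect and LPI positive control for full effect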
NTR1 ag = NTR1-driven beta-arrestin-GFP spot formation – imaging, U2OS cells, high content, primary screen (AID 493036); agonist mode; activation, % at 20 µM; hit rate 0.17% among 330,000;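 active = activation at or above 40% of the spot to cytoplasm intensity ratio, with at least 20 cells analyzed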;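 note: 0% = DMSO without peptide and 100% = 100 nM NTR1 peptide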
Target sequence (P30989 whole entry, looked up): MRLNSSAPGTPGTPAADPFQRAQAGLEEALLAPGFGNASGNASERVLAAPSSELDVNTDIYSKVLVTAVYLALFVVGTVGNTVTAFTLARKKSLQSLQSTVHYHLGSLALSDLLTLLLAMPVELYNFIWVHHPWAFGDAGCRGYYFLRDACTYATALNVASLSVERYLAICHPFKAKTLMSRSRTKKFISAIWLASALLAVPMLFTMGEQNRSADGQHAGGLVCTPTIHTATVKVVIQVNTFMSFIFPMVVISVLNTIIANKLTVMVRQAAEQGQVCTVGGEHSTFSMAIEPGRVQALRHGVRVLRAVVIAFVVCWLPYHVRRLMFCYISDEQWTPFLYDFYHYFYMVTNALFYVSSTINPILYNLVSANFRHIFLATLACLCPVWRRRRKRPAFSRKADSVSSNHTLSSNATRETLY
T cell modulator = modulates CD8 T cell binding to vesicles. 2C CD8+ T cell-vesicle binding, flow cytometry; hits give low values. calls only at 7 µM. hit rate 0.068% among 330,000. AID 2052;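 active = response, share of CD8 T cells binding vesicles, and their 90th percentile fluorescence all below set limits, cut at about 80% in these data, passing the limit was not always enough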
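material = purified 2C TCR transgenic mouse naive CD8+ T cells | controls = Unloaded micro-vesicles (low), QL9 vesicles with 0.7% DMSO (high) | detection = cytometric PE anti-B7-1 and Alexa647 anti-CD8 signals after 1% paraformaldehyde fixation | incubation = binding step 1.5 h, 37 °C, antibody labelling 20 min, ice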
Large T inhibition = SV40 large T antigen inhibitors, biochemical (AID 1903) | inhibition, % at 20 µM; hits with a dose series show IC50 in µM | hit rate 0.39% among 310,000 | SV40 large T antigen ATPase/helicase inhibition assay; higher % means a stronger effect; in the data active = a potency from the dose series; note: strong numbers were not always called active
Hep lipid drop cells 6.5 µM = further read-out of Hep lipid drop, marked with its call; cell count; measured here: cell count, cytotoxicity flag;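 cells counted across two imaged fields per well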
T cell modulator vesicle-bound % = further read-out of T cell modulator, marked with its call; double positive events, %; measured here: CD8+ vesicle-bound cell fraction;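 binding gate set so that unloaded-vesicle control wells show 10% double positive cells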
NTR1 ag cell count 20 µM = second read-out of NTR1 ag, no call of its own (marks repeat the call); cell count; measured here: cell count, cytotoxicity flag
Active calls of the source: *; i = inactive; nt = not tested or not shown. Outcome played no part in choosing rows; about 1.8% have a hit in one of these screens.

The line under a structure holds: GPR55 antagonists	Hep lipid drop cells 6.5 µM	Hep lipid drop	Large T inhibition	T cell modulator	MgcRacGAP inhibition	NTR1 ag cell count 20 µM	GPR55 beta-arrestin	GPR35 antagonists	LYP inhibition	NTR1 ag	T cell modulator vesicle-bound %
- O=C1CC(c2ccccc2)CN1C(=O)c1ccccc1 (stereo not given)
 : 8%	nt	nt	19%	i	-4%	51	-0.2%	5%	16%	1.4	46
- CC(C)C(=O)N(Cc1ccccc1)c1ccccn1
 : -7%	747	-36	25%	i	2%	56	-0.2%	-1%	-13%	-1.1	9
- O=C(CCc1nnc2n(Cc3ccc(Cl)cc3)c(=O)c3ccccc3n12)NCCN1CCCC1
 : 22%	723	30	6%	i	11%	46	-0.2%	-12%	-11%	-0.1	12
- CCOC(=O)Cn1c(C)cc(=O)c2ccccc21
 : 1%	nt	nt	7%	i	7%	54	-0.1%	-1%	6%	1.4	53
- Cc1cc(C)cc(C(=O)O/N=C(\N)c2ccc(Br)cc2)c1
 : 15%	nt	nt	6%	i	6%	56	-0.2%	-7%	-3%	1.2	24
- O=C(Cc1ccccc1)Nc1ccc(NC(=O)c2cccnc2)cc1
 : 0%	878	1	17%	i	2%	58	-0.1%	-10%	8%	1.5	30
- O=C(Nc1ccc(C(F)(F)F)cc1)c1ccc2ncsc2c1
 : 2%	820	-7	9%	i	-6%	88	-0.2%	-11%	-2%	4.5	26
- O=C(Cn1c(=O)n(CC2CCCO2)c(=O)c2ccccc21)N1CCN(c2ccccc2)CC1 (stereo not given)
 : 10%	755	-6	8%	i	-2%	56	0.3%	-7%	-5%	-0.1	32
- CCOC(=O)Cc1cnc(NC(=O)CSc2nc(N)cc(=O)[nH]2)s1
 : 5%	672	9	0%	i	0%	30	0.2%	2%	-5%	3.7	48
- CC(C)CCNC(=O)NC(=O)CSc1nnc(-c2ccccc2F)n1N
 : 5%	720	5	6%	i	6%	93	-0.1%	9%	2%	-0.7	30
- COc1ccc(OCCSc2nnnn2C2CCCCC2)cc1
 : 15%	787	1	7%	i	7%	50	-0.1%	10%	-5%	4.9	30
- CCOC(=O)Cc1csc(NC(=O)CSc2nnc(-c3ccc(F)cc3)o2)n1
 : 5%	nt	nt	9%	i	3%	58	-0.3%	-2%	-3%	-0.2	29
- CCOC(=O)C1=C(O)/C(=C\c2cccc(OC)c2)N=C1C
 : 2%	nt	nt	5%	i	8%	49	0.2%	6%	4%	-1.3	47
- CCn1c(SCC(=O)NC2CCCCC2)nnc1-c1ccccc1F
 : -11%	753	-1	7%	i	1%	49	-0.2%	10%	-8%	-0.3	9
- COc1ccc(OC)c(NC(=O)COc2coc(CN3CCc4ccccc43)cc2=O)c1
 : nt	nt	nt	31%	i	1%	58	nt	nt	nt	1.4	32
- CCOC(=O)C1(CC2CCCCO2)CCN(Cc2nc(-c3cccs3)oc2C)CC1 (stereo not given)
 : 4%	721	-2	2%	i	-5%	84	0.1%	-6%	-2%	-0.9	56
- Cc1cccc(NS(=O)(=O)c2cc3c(cc2C)n(C)c(=O)c(=O)n3C)c1
 : -21%	610	-5	nt	i	5%	43	-0.3%	-4%	-2%	-1.3	28
- CCN(C(=O)CN1C(=O)/C(=C/c2ccc(F)cc2)SC1=S)C1CCS(=O)(=O)C1 (stereo not given)
 : 2%	646	-12	12%	i	9%	55	0.3%	11%	-4%	2.1	7
- O=C(O)C1CC=CCC1C(=O)c1ccccc1 (stereo not given)
 : 12%	755	0	11%	i	-5%	99	0.0%	0%	-10%	-0.3	36
- FC(F)Oc1cccc2cccnc12
 : -2%	758	-7	-1%	i	0%	42	-0.5%	6%	-4%	-1.2	34
- COCC1CCCN(C(=O)c2ccc3nc(Cc4cccc(Cl)c4)oc3c2)C1 (stereo not given)
 : 6%	615	-78	17%	i	3%	49	0.0%	0%	-6%	0.1	30
- CCOC(=O)/C(C#N)=N/Nc1c(S(=O)(=O)Cc2ccco2)csc1C(=O)OC
 : 8%	710	-5	1%	i	6%	50	0.2%	3%	0%	-0.8	17
- CCC(=O)N1CCc2cc(S(=O)(=O)NCCC(=O)N3CCc4ccccc4C3)ccc21
 : 5%	nt	nt	9%	i	8%	72	-0.1%	31%	-4%	-2.3	20
- O=C(c1cccc([N+](=O)[O-])c1)c1ccccn1
 : 3%	738	7	10%	i	13%	61	-0.2%	-16%	-2%	0.4	22
- O=C(N=C1SCC(=O)N1c1ccccc1)c1ccco1
 : 6%	818	11	12%	i	12%	36	0.3%	5%	-1%	-1.0	55
- COc1cccc(NC(=O)NC2(C(=O)N3CCC(O)CC3)CCCCC2)c1
 : 16%	741	3	7%	i	6%	42	-0.2%	-5%	-3%	0.2	10
- CCCn1c(SCC(=O)Nc2nnc(CC)s2)nc2c1c(=O)n(C)c(=O)n2C
 : 5%	760	25	nt	nt	nt	nt	-0.2%	-3%	-11%	nt	nt
- Cc1ccc(NC(=O)COc2ccc(C3SCCS3)cc2)cc1
 : 5%	609	0	81%	i	2%	60	0.1%	-3%	2%	-1.1	42
- COc1ccccc1/C=C/C(=O)Nc1cccnc1Cl
 : -4%	875	12	2%	i	15%	61	-0.2%	0%	-4%	0.6	11
- CCC1CCCCN1CCCNC(=O)CNC(=O)c1nn(-c2ccc(OC)cc2)c(=O)c2ccccc12 (stereo not given)
 : 6%	828	-19	2%	i	-1%	63	-0.2%	3%	-7%	-0.3	37
- Cc1nc(SCC(=O)NCc2ccccc2)c2c(=O)n(C)c(=O)n(C)c2n1
 : 9%	637	-4	1%	i	4%	73	-0.1%	0%	-2%	1.8	28
- Cc1nn(-c2ccc(F)cc2)c2nc(N)c(C#N)c(-c3ccc(O)c(O)c3)c12
 : 5%	834	-8	9%	i	14%	74	0.0%	0%	3%	22	25
- Cc1ccc(NC(=O)c2cc(-c3ccc(C)o3)nc3ccccc23)cc1
 : 26%	nt	nt	10%	i	-1%	52	-0.1%	2%	-2%	2.3	40
- CC(=C/C(=O)O)/C=C/c1ccc(Cl)o1
 : 2%	749	-6	26%	i	23%	55	0.5%	4%	-9%	0.0	56
- Cc1cc(C(=O)Nc2nnc(C(F)(F)F)s2)no1
 : 0%	648	4	12%	i	7%	62	0.5%	-3%	-1%	1.1	14
- CC(=O)c1ccc(NC(=O)C(C)Sc2ccccn2)cc1 (stereo not given)
 : -2%	689	-1	5%	i	0%	55	-0.1%	14%	-5%	-1.2	35
- COc1ccc(CCC(=O)Nc2ncc(C)s2)cc1OC
 : 8%	833	-3	11%	i	8%	45	0.0%	-10%	-9%	-0.8	34
- O=C(N/N=C/c1ccoc1)c1ccc([N+](=O)[O-])cc1
 : 3%	677	-5	25%	i	4%	56	-0.1%	-16%	-9%	1.4	40
- O=C(c1cc2ncc(Br)cn2n1)N1CCCCC1
 : 9%	749	-2	13%	i	-8%	66	0.4%	-10%	-9%	-2.1	56
- Cc1c(C(=O)Nc2ccc(N3CCOCC3)cc2)oc2ccccc12
 : -21%	nt	nt	10%	i	10%	71	-0.4%	-6%	3%	2.0	24
- CCOC(=O)c1oc2cc(O)cc(O)c2c(=O)c1OCc1ccccc1
 : nt	nt	nt	7%	i	5%	76	nt	nt	nt	7.5	50
- CCNC(=S)N/N=C1\C(=O)c2cccc3cccc1c23
 : -10%	747	-3	11%	i	5%	48	0.0%	-12%	-6%	-1.0	42
- COc1ccc(NC(=O)/C(C#N)=C\c2ccc(N3CCOCC3)o2)cc1
 : 15%	758	-1	nt	i	21%	40	-0.1%	10%	2%	-2.3	59
- N=C(N)SCc1cccc2ccccc12
 : 0%	nt	nt	16%	i	5%	66	-0.1%	21%	1%	-1.0	50
- O=C(CCn1c(=O)[nH]c2ccsc2c1=O)N1CCc2ccccc2C1
 : -11%	709	0	1%	i	-1%	85	-0.1%	3%	-1%	-1.7	30
- CCN1CCN(C(c2ccccc2OC)c2nnnn2C2CCCCC2)CC1 (stereo not given)
 : -5%	726	-3	1%	i	8%	50	0.0%	9%	-5%	1.7	46
- Cc1sc2nc(CSC(C)C(=O)Nc3cc(S(C)(=O)=O)ccc3Cl)[nH]c(=O)c2c1C (stereo not given)
 : nt	nt	nt	30%	i	-2%	55	nt	nt	nt	-0.5	26
- Cc1ccc(-c2cc(C(F)(F)F)c(C#N)c(=O)[nH]2)cc1
 : 7%	609	-7	7%	i	9%	49	-0.4%	2%	-4%	0.1	42
- Cc1ccccc1CN1[C@@H](CC2CCCCC2)COCCS1(=O)=O
 : 2%	761	-2	4%	i	2%	60	0.0%	15%	-7%	12	9
- CC(=O)c1cnc2c(-c3ccccc3)cnn2c1C
 : -8%	nt	nt	28%	i	8%	74	-0.2%	-8%	-4%	-0.3	16

New compounds follow
The line under a structure holds: GPR55 antagonists	Hep lipid drop cells 6.5 µM	Hep lipid drop	Large T inhibition	T cell modulator	MgcRacGAP inhibition	NTR1 ag cell count 20 µM	GPR55 beta-arrestin	GPR35 antagonists	LYP inhibition	NTR1 ag	T cell modulator vesicle-bound %
- Cc1c(O)ccc(/C=N/Nc2nc(-c3cccnc3)nc3ccccc23)c1O
 : -18%	653*	52*	9%	i	7%	59	0.3%	-2%	-1%	17	59
- Cn1ncc2c(Nc3ccc([N+](=O)[O-])cc3)nc(Cl)nc21
 : 6%	795	34	1%	i	8%	nt	-0.1%	6%	-4%	nt	20
- CC(C)(C)NC(=O)COC(=O)c1snc(C(=O)NC2CCCCC2)c1N
 : 1%	678	-7	19%	i	2%	64	0.2%	-8%	1%	-0.5	25
- COc1ccc(N=C2C(=O)Nc3c(C)cccc32)cc1
 : 10%	nt	nt	6%	i	13%	40	0.5%	3%	-5%	1.4	33
- Cc1ccc(Nc2nc(N)nc(CSc3nc(C)cc(C)n3)n2)cc1
 : 10%	829	30	3%	i	5%	57	0.1%	0%	-8%	-1.2	63
- CSc1ncccc1C(=O)OCC(=O)c1ccc(S(=O)(=O)N2CCCCC2)cc1
 : nt	nt	nt	12%	i	0%	75	nt	nt	nt	-0.1	36
- CCOc1ccc(OCCOCCN2CCCC2)cc1
 : 9%	824	-2	9%	i	109µM*	59	-0.1%	2%	3%	-0.5	42

Screens deposited in PubChem BioAssay by several laboratories.
